# sdo1 growth: growth rescue of sdo1-depleted yeast, primary screen, S. cerevisiae, bone marrow failure model; S. cerevisiae sdo1-depleted JHY4D growth rescue, OD600 30 h; stronger effect = higher value; pdr5 snq2 efflux-pump mutant strain; z-score at 10 µM; actives 0.21% (n = 140,000);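 active = z-score above 3 at both the 24 hr and the 30 hr optical density reads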;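 also: z-score against mean and SD of all compound wells on the same plate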
# Insulin prom inh: inhibitors of insulin promoter-driven GFP, primary screen, imaging, TRM-6 cells (human fetal islet line), eGFP reporter, cell count; reporter expression induced with tamoxifen; AID 1273, 2008; inhibition, % at 2 µM; actives 0.9% (n = 130,000);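 active = inhibition above the mean plus 3 SD, with well images judged a real hit on visual review, cut at about 60% in these data, passing the limit was not always enough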
# sdo1 growth Rescue 24 h: also measured in sdo1 growth; calls as there; z-score; S. cerevisiae sdo1-depleted JHY4D growth rescue, OD600; measured here: growth rescue at 24 h;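 0 is the plate mean of compound wells and units are plate SD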
# An asterisk follows results filed as active; x = not tested or not shown; & = joins results of further samples. Some of the compounds tested; count on the stated rates, not on these rows.
Compound | sdo1 growth | sdo1 growth Rescue 24 h | Insulin prom inh
Cc1nnc(-c2cnn(C)c2N)n1Cc1ccccc1 | 1.42 | 1.4 | 41.7
COc1ccc(Br)cc1C1N2CC3(C)CN1CC(C)(C2)C3=O (configuration not stated) | 1.36 | 1.56 | x
Cc1cc(C(=O)NCc2cccnc2)cs1 | 0.21 | -0.39 | 12.3
O=C(NCCCN1CCCC1=O)c1cc(NS(=O)(=O)c2ccc(F)cc2)cc(NS(=O)(=O)c2ccc(F)cc2)c1 | -0.71 | -0.59 | x
Cc1cc(C)cc(C(=O)NCC(=O)OCC(=O)N2CCCCC2)c1 | x | x | -54.5
O=C(CSC1=NC(=O)C(c2ccccc2)C(=O)N1)Nc1cccc(Cl)c1 (configuration not stated) | 1.07 | 1.3 | 0.0
O=C(NN1C(=O)C2C3C=CC(C3)C2C1=O)c1cccc(Cl)c1 (configuration not stated) | 1.21 | 0 | -8.3
COCCCNC(=O)c1c(N)n(-c2cccc(S(N)(=O)=O)c2)c2nc3ccccc3nc12 | 0.87 | 0.49 | -6.9
C=C(C)C1CC=C(C)/C(=N\NC(=S)Nc2ccc(C)cc2)C1 (configuration not stated) | -0.52 | 1 | 5.9
C[C@@H]1C[C@H](O)c2cc(Cl)ccc2N1 | 0.26 | 0.12 | 57.1
COc1ccc(-n2cnnc2SCC(=O)NCc2cccs2)cc1 | -0.27 | -0.09 | -15.4
O=C(CC(c1ccc(F)cc1)c1ccco1)N1CCOCC1 (configuration not stated) | 0.45 | 0.8 | -5.6
COc1ccc(C2C(C(=O)N3CCCCC3)CC(=O)N2c2ccc(OC)cc2)cc1 (configuration not stated) | 0.14 | 0.03 | -44.7
CCOC(=O)c1cccc(NC(=O)CSc2nc3ccccc3c(=O)n2CCOC)c1 | -0.29 | 0.27 | -25.9
CCO/C=C/C(=O)N(C)CCC#N | 0.11 | -0.78 | 20.0
CCN1CCN(S(=O)(=O)c2ccc3[nH]c(=O)oc3c2)CC1 | 0.08 | -0.1 | x
CC1(C)CC(=O)C2=C(C1)Nc1cc(C(=O)c3ccccc3)ccc1NC2c1ccccn1 (configuration not stated) | -0.22 | -0.94 | 30.0
CCOc1ccc(S(=O)(=O)N2CCN(c3ccccc3OC)CC2)c2cccnc12 | -0.55 | -0.39 | -21.4
CN(C(=O)CSc1nnc(Cc2ccccc2F)n1N)C1CCS(=O)(=O)C1 (configuration not stated) | 0.84 | 0.93 | 8.1
CS(=O)(=O)N(CC(=O)NCC1CCCO1)c1cc(Cl)ccc1Cl (configuration not stated) | 0.44 | -0.63 | 0.0

# Taken from above.
# Insulin prom inh result of `CCOc1ccc(S(=O)(=O)N2CCN(c3ccccc3OC)CC2)c2cccnc12` stands at -21.4
# sdo1 growth Rescue 24 h result of `COc1ccc(Br)cc1C1N2CC3(C)CN1CC(C)(C2)C3=O` (configuration not stated) stands at 1.56
# sdo1 growth Rescue 24 h result of `CCOC(=O)c1cccc(NC(=O)CSc2nc3ccccc3c(=O)n2CCOC)c1` stands at 0.27
# sdo1 growth result of `COc1ccc(C2C(C(=O)N3CCCCC3)CC(=O)N2c2ccc(OC)cc2)cc1` (configuration not stated) stands at 0.14
# Insulin prom inh result of `Cc1nnc(-c2cnn(C)c2N)n1Cc1ccccc1` stands at 41.7
# sdo1 growth result of `O=C(NN1C(=O)C2C3C=CC(C3)C2C1=O)c1cccc(Cl)c1` (configuration not stated) stands at 1.21

# Next part
Compound | sdo1 growth | sdo1 growth Rescue 24 h | Insulin prom inh
Cc1oc(-c2ccccc2F)nc1CN1CCC(C(=O)NC2CCCCCCC2)CC1 | 0.23&1.7 | 0.78&2.61 | x
CCc1ccc(N(C(=O)c2csnn2)C(C(=O)NC(C)(C)C)c2ccncc2)cc1 (configuration not stated) | 0.22 | -0.57 | -18.2
Cc1csc(/C(=N\O)c2csc(C)n2)n1 | -0.41 | -1.2 | x
COc1ccc2c(C)nc(Nc3nc(C)c(C)c(=O)[nH]3)nc2c1 | -0.99 | -0.76 | 30.2
CN(CC(=O)OCC(=O)c1c(N)n(C)c(=O)n(C)c1=O)S(=O)(=O)c1ccc(Cl)cc1 | 1.08 | 0.9 | x
CCC(c1nnnn1C1CCCC1)N1CCN(Cc2ccccc2)CC1 (configuration not stated) | -0.01 | -0.04 | 16.7
Cc1c(NC(=O)c2cnn3c2NC(c2ccccc2)CC3C(F)(F)F)c(=O)n(-c2ccccc2)n1C (configuration not stated) | 0.43 | 0.16 | 20.0
O=C(NC(=S)NCC1CCCO1)c1cccs1 (configuration not stated) | 1.38 | 0.05 | 0.0
Cc1nnsc1NC(=O)OCc1ccc(C(F)(F)F)cc1 | -0.68 | 0.28 | 0.0
O=C(NC1CC1)C1CC(=O)N(C2CCCCC2)C1 (configuration not stated) | -0.37 | -1.05 | -3.1
Cc1cccc(NC(=O)CC2C(=O)NCCN2C(=S)Nc2ccccc2)c1 (configuration not stated) | -0.06 | -0.02 | x
O=C(Cn1nnc(-c2ccc(OCc3ccccc3F)cc2)n1)N1CCOCC1 | -0.64 | 0.53 | 15.0
O=C(/C=C/c1ccccc1)Nc1ccc2c(c1)OCCO2 | x | x | 16.7
CN(C(=O)Cn1cccc1C1=NC(c2ccccc2)CO1)c1ccccc1 (configuration not stated) | x | x | -54.5
COCCNC(=O)C(c1cccs1)N(C(=O)Cn1nnc2ccccc21)c1cccc(C(C)=O)c1 (configuration not stated) | -0.55 | -0.76 | -53.9
O=C(CSc1nncs1)NC(=O)NCc1ccco1 | x | x | -33.3
Cc1ccc(Cl)cc1N1CCN(C(=O)CN2C(=O)c3cccc4cccc2c34)CC1 | -1.7 | -1.08 | 60.0
CC(C)(C)n1nnnc1C(c1cccs1)N(Cc1cccnc1)Cc1ccco1 (configuration not stated) | -1.48 | -0.62 | -28.9
O=C(COC(=O)CCC(=O)c1cccs1)Nc1cccc(S(=O)(=O)N2CCOCC2)c1 | -0.25 | -0.47 | 2.6
Cc1cc(N2CCN(S(=O)(=O)c3ccc(Cl)cc3)CC2)c2ccccc2n1 | -0.29 | -0.45 | -100.0
CCc1nc(SCC(=O)NCc2ccccc2)c2c(=O)n(C)c(=O)n(C)c2n1 | 0.06 | -0.43 | x
CC(=O)c1cnc2scnn2c1=O | x | x | -6.7
COc1ccc(-c2[nH]ncc2[C@@H]2C[C@H]3CN(Cc4ccccc4C)C(=O)[C@]34CCCN24)cc1 | x | x | -8.7
O=C(CC(C(=O)N1CCc2ccccc21)n1ccnc1)NCC1CCCO1 (configuration not stated) | 1.1 | -0.17 | 30.8
NC(=S)N/N=C/c1ccc(-c2ccc(Cl)c(Cl)c2)o1 | -2.8 | -2.12 | 21.7
COc1ccc(CC(=O)NCCc2ccc(S(N)(=O)=O)cc2)cc1 | 0.27 | -0.37 | 32.4
C=CCn1c(NC(=O)c2ccc(Br)o2)c(S(=O)(=O)c2ccccc2)c2nc3ccccc3nc21 | -0.81 | -1.47 | 32.4
O=C(Nc1ccc2c(c1)OCO2)Oc1ccccc1 | -0.4 | -0.23 | -13.5
Cc1cccc(C(C)(C)C)c1OCCN1CCCC1 | 0.14 | 1.04 | -20.0
COc1ccc(C(C)=O)cc1COC(=O)CNC(=O)c1ccc(F)cc1 | -0.71 | -1.54 | x
O=C(C(Cc1ccccc1)NS(=O)(=O)c1cccc2cccnc12)N1CCc2ccccc21 (configuration not stated) | -1.37 | -0.78 | x
COc1ccc(C2CC(=O)Oc3c2c(=O)n(C)c2ccccc32)c(OC)c1OC (configuration not stated) | x | x | -63.0
CCOc1ccc(OCC)c(NC(=O)CN2CCN(c3cccc(C)c3)C(C)C2)c1 (configuration not stated) | -2.08 | -1.41 | -75.0
CCC(=O)N(Cc1cc2ccccc2[nH]c1=O)C(C)C | 0.81 | 0.02 | x
COc1ccccc1NC(NC(=O)c1ccccn1)C(Cl)(Cl)Cl (configuration not stated) | -0.68 | 0 | 28.1
COc1cc(OC)cc(N(C(=O)c2ccco2)C(C(=O)NC2CCCC2)c2ccc(N(C)C)cc2)c1 (configuration not stated) | -0.94 | 2.45 | x
CC1(C)CC(CCNS(=O)(=O)c2ccccc2)(c2ccccc2)CCO1 (configuration not stated) | -1.22 | -0.73 | -76.9
S=C(Nc1ccc(Cl)c(Cl)c1)NC1CCN(Cc2ccccc2)CC1 | -2.42 | -1.63 | x
CC(C)NC(=O)c1cnc(N2CCN(c3ccccn3)CC2)c2ccccc12 | -0.34 | -0.8 | 29.4
CCCCOc1ccc(-c2nc(SCC(N)=O)n[nH]2)cc1 | 1.46 | 0.66 | 14.7

# (more compounds)
Molecule,sdo1 growth,sdo1 growth Rescue 24 h,Insulin prom inh
COC(=O)[C@H](Cc1ccccc1)NC(=O)Nc1ccc(S(N)(=O)=O)cc1,-0.17,-0.75,-8.3
Cc1nnc(SCC(=O)Nc2ccccc2N2CCOCC2)s1,0.67,0.62,-44.7
Nc1cccc2c1C(=O)N(C(=O)c1ccc(S(=O)(=O)N3CCCCCC3)cc1)C2=O,1.56,0.17,17.9
Cc1cc(C)c(NC(=O)c2c[nH]c(=S)n2-c2ccc(F)cc2)c(C)c1,x,x,53.3
Cc1ccc(-n2c(Cc3ccccc3)n[nH]c2=S)cc1,-0.95,-0.59,8.8
O=C(Nc1cccc(S(=O)(=O)c2cccc(NC(=O)C3CC3)c2)c1)C1CC1,-0.28,-0.67,22.9
Cc1ccc(-n2c(=O)cc(N3CCN(Cc4ccccc4)CC3)[nH]c2=O)cc1,-0.12,-0.61,x
CCOC(=O)c1c(C)[nH]c(C(=O)COC(=O)C2=NNC(=O)CC2)c1C,x,x,14.3
O=C(c1ccco1)N1CCN(c2cc(C(F)(F)F)nc3ncnn23)CC1,0.13,-0.35,x
O=C(O)C(O)Cc1c[nH]c2ccccc12 (configuration not stated),0.15,0.21,18.2
CCOc1nc(NCCc2ccc(OC)c(OC)c2)nc(N2CCN(c3ccc(OC)cc3)CC2)n1,-0.54,0.7,x
C=CCNC(=O)c1cc(-c2ccccc2O)on1,0.57,0.96,x
Cc1cccc(N(CC(N)=O)S(C)(=O)=O)c1C,0.88,0.31,6.1
c1cc(CNc2ccc3c(c2)OCCO3)ccn1,1.04,0.81,9.1
Cc1ccc(C)c(S(=O)(=O)NC(C)C(=O)Nc2ccc(-c3nc4ccccc4s3)cc2)c1 (configuration not stated),1.44,3.32,x
COCc1nc(-c2ccc(-c3ccccc3)nc2OC)no1,-0.64,-0.96,18.2
COc1ccc(N2C(=O)CC(N3CCCC4CCCCC43)C2=O)cc1 (configuration not stated),-0.33,-0.98,-6.5
O=C(CCn1nnc2ccccc2c1=O)N[C@@H](Cc1ccccc1)C(=O)O,0.98,0.41,42.9
CN(C)Cc1ccccc1Sc1ccc(O)cc1O,0.24,0.29,10.0
S=C1NC2=C(CCC/C2=C\c2ccccc2)C(c2ccccc2)N1 (configuration not stated),-1.23,-1.65,9.7

# 4 of the compounds above, as labelled records:
CN(C)Cc1ccccc1Sc1ccc(O)cc1O
  sdo1 growth = 0.24; sdo1 growth Rescue 24 h = 0.29; Insulin prom inh = 10.0
O=C(O)C(O)Cc1c[nH]c2ccccc12 (configuration not stated)
  sdo1 growth = 0.15; sdo1 growth Rescue 24 h = 0.21; Insulin prom inh = 18.2
O=C(c1ccco1)N1CCN(c2cc(C(F)(F)F)nc3ncnn23)CC1
  sdo1 growth = 0.13; sdo1 growth Rescue 24 h = -0.35; Insulin prom inh = x
Cc1cccc(N(CC(N)=O)S(C)(=O)=O)c1C
  sdo1 growth = 0.88; sdo1 growth Rescue 24 h = 0.31; Insulin prom inh = 6.1

# The results go on:
Molecule,sdo1 growth,sdo1 growth Rescue 24 h,Insulin prom inh
Cc1cc(=O)n(CC(C)O)c(O)c1C#N (configuration not stated),-0.94,-0.87,58.1
Cn1c(CSc2ncccn2)nnc1SCC(=O)N1CCCCCC1,x,x,15.0
CC(=O)N1CCc2cc(N=NC3=C(O)CCCC3=O)ccc21,x,x,-7.3
Cc1nnc(SCc2cnc(-c3ccccc3)o2)[nH]c1=O,0.51,0.49,24.2
C=CCNC(=O)c1ccncc1,1.32,2.23,0.0
CN(C)CCCCOc1ccc(Br)cc1Cl,x,x,-30.8
Cc1cc(C)nc(N/N=C/c2ccccc2OCc2ccc(Cl)cc2)n1,-1.52,-1.53,x
CCCCNC(=O)c1ccc(N2CCOCC2)c(NS(=O)(=O)c2ccc(OC)cc2)c1,-0.34,-0.44,x
O=C(CCSCc1ccccc1F)NCc1cccnc1,x,x,-16.7
COc1ccc(N(CC(=O)N2CCN(c3cccc(C)c3)C(C)C2)S(=O)(=O)c2c(C)n[nH]c2C)cc1 (configuration not stated),x,x,64.3
CCc1cccc(N(C(=O)c2csnn2)C(C(=O)NC(C)(C)C)c2ccncc2)c1 (configuration not stated),x,x,-91.7
COCC(=O)N(c1ccc(C(C)C)cc1)C1C=CS(=O)(=O)C1 (configuration not stated),0.01,0.17,-422.2
O=c1[nH]cc(COCc2ccccc2)c(=O)[nH]1,0.17,-0.16,60.0
N#CCSC1=Nc2ccccc2C2=NC(CCC(=O)N3CCN(c4ccccc4)CC3)C(=O)N12 (configuration not stated),0.07,-0.28,3.5
O=C(COC(=O)c1cccc(S(=O)(=O)N2CCc3ccccc32)c1)Nc1ncc(C(F)(F)F)cc1Cl,0.57,0.67,23.5
CC(C)(C)S(=O)(=O)c1nc2ccccc2s1,0.34,-0.45,14.3
N#Cc1ccsc1NC(=O)CN1CCCCCC1,1.6,1.7,26.7
Cc1nc2ccc(Br)cn2c1NC(C)(C)C,-0.5,-0.45,-9.1
Cc1cc(C(=O)CSc2nnc(N)s2)c(C)n1CCc1ccc(Cl)cc1,-2.15,-1.34,-84.6
COc1ccc(NC(=O)CN2CCC(C)CC2)cc1,1.28,1.02,-92.3
O=C1c2ccccc2C(=O)N1CCCCN(C(=O)c1cccc([N+](=O)[O-])c1)c1ccc(Cl)cc1,-1.09,-1.22,40.0

# Compound activity: PubChem BioAssay, several laboratories
